High-throughput results: PubChem, Fisher Drug Discovery Resource Center
hcGAS lum: Primary biochemical luminescence assay for human cyclic GMP-AMP synthase inhibitors; hit rate 0.081% among 290,000; recombinant h-cGAS, ATP depletion, Kinase-Glo luminescence; inhibition, % at 12.5 µM; Q8N884;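 note: 0% = vehicle reaction and 100% = reaction without DNA for no activity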
Target sequence (Q8N884 whole entry, looked up): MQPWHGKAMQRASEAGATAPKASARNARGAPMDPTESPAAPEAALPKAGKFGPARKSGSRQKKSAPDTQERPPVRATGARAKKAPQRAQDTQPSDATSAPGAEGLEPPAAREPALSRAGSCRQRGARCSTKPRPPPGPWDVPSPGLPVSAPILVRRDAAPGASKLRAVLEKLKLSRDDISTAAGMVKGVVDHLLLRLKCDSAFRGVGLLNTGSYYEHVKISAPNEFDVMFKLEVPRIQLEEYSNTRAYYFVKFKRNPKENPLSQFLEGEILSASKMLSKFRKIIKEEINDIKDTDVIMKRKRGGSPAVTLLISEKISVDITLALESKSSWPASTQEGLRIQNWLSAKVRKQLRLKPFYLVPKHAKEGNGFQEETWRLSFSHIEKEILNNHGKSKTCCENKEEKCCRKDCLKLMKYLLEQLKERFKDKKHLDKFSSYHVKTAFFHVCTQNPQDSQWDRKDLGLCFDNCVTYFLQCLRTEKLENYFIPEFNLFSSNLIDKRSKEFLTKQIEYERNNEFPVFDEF
mcGAS inh: cyclic GMP-AMP synthase inhibitors, mouse, primary biochemical chemiluminescence; recombinant cGAS, Kinase-Glo ATP depletion luminescence; inhibition, % at 12.5 µM; hit rate 0.15% among 160,000; AID 1259399, 2018;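 note: 0% = negative control wells and 100% = reference inhibitor with no enzyme activity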
NPYLR7 ag: agonists of mosquito NPYLR7 receptor, primary screen, cell-based, Aedes aegypti, calcium fluorescence, mosquito biting behavior | HEK293T NPYLR7/Galpha15, GCaMP6s calcium fluorescence | activation, % at 10 µM | hit rate 0.15% among 270,000; in the data active = activation above about 40%;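 note: 0% = vehicle and 100% = reference agonist at the receptor; some compounds past the cut are filed as inactive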
An asterisk follows results filed as active; · = not tested or not shown; & = joins results of further samples. Cut-off read from the data, not from the text of the source, unless noted: active = inhibition above about 40%; inactive = the rest.

A first look:
1	O=C(NCc1ccc(-n2cncn2)cc1)c1coc2c1C(=O)CCC2
2	O=C(c1ccc(Cc2ccccc2)o1)N1CCN(c2nc(-c3ccccc3)ns2)CC1

| entry no. | 1 | 2 |
| --- | --- | --- |
| hcGAS lum | 3 | 0 |
| mcGAS inh | · | · |
| NPYLR7 ag | -1 | -14 |

The whole of this part, previewed entries included:
1	O=C(NCc1ccc(-n2cncn2)cc1)c1coc2c1C(=O)CCC2
2	O=C(c1ccc(Cc2ccccc2)o1)N1CCN(c2nc(-c3ccccc3)ns2)CC1
3	CC(C)Nc1ccc(C(=O)N[C@H](C)C(C)(C)C)cn1
4	Cc1nn(C)c(N2CCOCC2)c1CNCc1nncn1C
5	CC(=O)OC[C@H]1O[C@@H](SC(=S)N(C)C)[C@H](OC(C)=O)[C@@H](OC(C)=O)[C@@H]1OC(C)=O
6	COc1ccc(CC(=O)N2CCOC(COCc3ccccc3F)C2)c(OC)c1OC (stereo unspecified)
7	CC(=O)Nc1ccc(CN2c3ccccc3N3CCCC32)cc1 (stereo unspecified)
8	CCCOC(=O)c1ccc(NC(=O)NCC(C)N2CCOCC2)cc1 (stereo unspecified)

| entry no. | 1 | 2 | 3 | 4 | 5 | 6 | 7 | 8 |
| --- | --- | --- | --- | --- | --- | --- | --- | --- |
| hcGAS lum | 3 | 0 | -9 | -9 | -2 | 2 | -9&-7 | -3 |
| mcGAS inh | · | · | -5 | · | · | · | -17 | -7 |
| NPYLR7 ag | -1 | -14 | -12 | 1 | 8 | 6 | -4&14 | -2 |

9	c1ccc(-c2nc3c(NC4CCCCC4)nccc3[nH]2)cc1
10	O=C(/C=C/c1ccc(Br)o1)NS(=O)(=O)c1ccc2c(c1)OCCCO2
11	CN(C)C(=O)CSc1nnc(-c2ccc(Br)cc2)o1
12	Cc1cc(Cl)c(C)c(S(=O)(=O)N2CCC(NC(=O)c3ccccc3)CC2)c1Cl
13	C=CCCC(O)CN(Cc1cccc(Cl)c1)CC1CC(c2ccccc2)=NO1 (stereo unspecified)
14	Nc1cc(=O)nc(SCC(=O)N2CCN(c3ccccc3)CC2)n1-c1ccccc1
15	O=C(O)c1[nH]ncc1CN1CC[C@@]2(O)CCCC[C@H]2C1
16	O=C1c2ccccc2C(=O)N1c1nccs1

| entry no. | 9 | 10 | 11 | 12 | 13 | 14 | 15 | 16 |
| --- | --- | --- | --- | --- | --- | --- | --- | --- |
| hcGAS lum | -2 | -9 | -3 | -1 | -3 | 4 | -4 | -3 |
| mcGAS inh | -4 | · | · | · | -2 | -7 | · | -5 |
| NPYLR7 ag | -3 | 7 | 12 | 7 | -2 | -3 | 15 | -2 |

17	COc1cccc(CN2CCC(C(=O)NC(c3ccccc3)c3ccsc3)CC2)c1 (stereo unspecified)
18	COc1cccc(CN2CCN(Cc3cccc(SC)c3)CC2=O)c1
19	Cc1ccc(OCCCN2C(=O)NC(C)(C)C2=O)c(I)c1
20	O=[N+]([O-])c1ccc(N=Nc2c(O)[nH]c3c(Br)cc(Br)cc23)c([N+](=O)[O-])c1
21	COc1ccccc1C1CCCN1C(=O)c1cc2n(n1)CCNC2 (stereo unspecified)
22	O=C(/C=C/c1ccc2c(c1)OCO2)NC1CCCc2ccccc21 (stereo unspecified)
23	CCOc1cc(CCl)nc2nc(C(F)(F)F)nn12
24	O=C1NC(c2ccc(Cl)cc2)c2c1oc1ccccc1c2=O (stereo unspecified)

| entry no. | 17 | 18 | 19 | 20 | 21 | 22 | 23 | 24 |
| --- | --- | --- | --- | --- | --- | --- | --- | --- |
| hcGAS lum | -4 | 4 | 7 | -4 | 3 | -3 | -5 | 6 |
| mcGAS inh | -2 | · | · | -5 | · | -7 | · | · |
| NPYLR7 ag | 7 | 1 | 0 | 0 | -8 | -8 | 11 | -6 |

25	COc1cccn2c(N(C)Cc3cccs3)c(C)nc12
26	O=C(c1ccc2c(c1)OCCO2)N1CCc2c([nH]c3ccccc23)C1c1ccccc1F (stereo unspecified)
27	CC1(C)C2CC=C(C=NN3C(=O)NC4(CCCCC4)C3=O)C1C2 (stereo unspecified)
28	O=C(c1ccccc1N1CCOCC1)N1C[C@H]2C[C@H](O)[C@H](O)C[C@H]2C1
29	CC(c1ccccc1F)N(C)Cc1ccn(C)c(=O)c1 (stereo unspecified)
30	Cc1nc2ccc(C(=O)N3CCN(C)CC3)cn2c1N(C)CC1CCCCC1
31	COc1cccc(NC(=O)C2(C)CCN2Cc2c(F)cccc2F)c1 (stereo unspecified)
32	Fc1ccc(Oc2cc(N3CCN(c4ccccc4F)CC3)ncn2)cc1Cl

| entry no. | 25 | 26 | 27 | 28 | 29 | 30 | 31 | 32 |
| --- | --- | --- | --- | --- | --- | --- | --- | --- |
| hcGAS lum | -7 | 7 | -9 | -5 | -5 | -3 | -6 | -4 |
| mcGAS inh | -4 | · | · | -13 | · | -4 | · | -9 |
| NPYLR7 ag | -5 | 4 | -1 | 5 | 11 | -5 | 8 | -3 |

33	CCC1=C(C(=O)OC)C(c2cccc(C(F)(F)F)c2)NC(=S)N1 (stereo unspecified)
34	CCn1cc(Cn2ccnc2-c2cc3ccccc3nc2OC)cn1
35	Cc1nc(SCc2cccc(C(=O)O)c2)nc(N(C)C)c1C
36	O=S(=O)(NCCOc1ccc(-c2ccc(F)cc2)nn1)c1ccccc1C(F)(F)F
37	CC(C)(C)NC(=O)CN1CCCN(C(=O)c2cccc3ccccc23)CC1
38	O=C(CCOc1ccc(Cl)cc1)N1CCOC(COCc2cccc(C(F)(F)F)c2)C1 (stereo unspecified)
39	O=C(Cn1nc2c(c1NC(=O)CCc1ccccc1)CSC2)NCc1ccccc1
40	CN1CCN(n2c3c(c(SCC(=O)Nc4ccc(F)c(Cl)c4)nc2=O)CCCC3)CC1

| entry no. | 33 | 34 | 35 | 36 | 37 | 38 | 39 | 40 |
| --- | --- | --- | --- | --- | --- | --- | --- | --- |
| hcGAS lum | 4 | -3 | -6 | 0 | -15 | -8 | -4 | -3 |
| mcGAS inh | · | -8 | -6 | 4 | · | -9 | -6 | 1 |
| NPYLR7 ag | -8 | -2 | 8 | -7 | 2 | 3 | -5 | -3 |

41	COc1ccc(/C=C2N=C(/C=C/c3ccccc3)OC/2=O)cc1
42	Cc1nonc1C1CCCN1C(=O)c1cn(C/C=C/c2ccccc2)nn1 (stereo unspecified)
43	COC(C(=O)N1CCOC(COc2cccc(C(F)(F)F)c2)C1)c1ccccc1 (stereo unspecified)
44	Clc1cccc(C(CNCc2ccccn2)N2CCOCC2)c1 (stereo unspecified)
45	Cc1sc2ncnc(Sc3nnc(-c4sc5ccccc5c4Cl)o3)c2c1C
46	CCn1c(-c2ccc3c(c2)CCO3)nc2cc(C(=O)OC)cnc21
47	CN(c1ccccc1)c1nnc(C(O)c2cc(F)c(F)c(F)c2)s1 (stereo unspecified)
48	Cc1ccc(-c2cn(S(=O)(=O)c3ccc(Cl)cc3)nc2N)cc1F

| entry no. | 41 | 42 | 43 | 44 | 45 | 46 | 47 | 48 |
| --- | --- | --- | --- | --- | --- | --- | --- | --- |
| hcGAS lum | 3 | -3 | -4 | -7 | -5 | -2 | -1 | -1 |
| mcGAS inh | · | · | · | · | -8 | · | -6 | · |
| NPYLR7 ag | -2 | 9 | 18 | 3 | -1 | 2 | 1 | 7 |

49	CCCc1nc(N2CCCN(S(C)(=O)=O)CC2)c2c(C)nn(-c3ccc(F)cc3)c2n1
50	O=C(c1ccc2c(c1)CCO2)N1CCN(Cc2ccc(-c3noc(-c4cccnc4)n3)cc2)CC1
51	O=C(NCCCn1ccnc1)c1cncn1-c1cccc(-c2cccc(OC(F)(F)F)c2)c1
52	CCOc1cccc(CN2CCC(Cc3ccc(-c4ccccc4)cc3)CC2)c1
53	C=CCSc1nnc(-c2ccc(F)cc2)n1CC=C
54	Cc1ccc2cc(CN(CC(C)C)C(=O)c3cccnc3)c(=O)[nH]c2c1
55	CCCCCCn1c(N2CCN(Cc3ccc(Cl)c(Cl)c3)CC2)nc2c1c(=O)[nH]c(=O)n2C
56	Cc1cc(=O)[nH]c(-n2nc(-c3cccs3)cc2N)n1

| entry no. | 49 | 50 | 51 | 52 | 53 | 54 | 55 | 56 |
| --- | --- | --- | --- | --- | --- | --- | --- | --- |
| hcGAS lum | 0 | -6 | -6 | 1 | 3 | -5 | -8 | -11 |
| mcGAS inh | -4 | -4 | -7 | -4 | 2 | · | · | · |
| NPYLR7 ag | -6 | 6 | 1 | 2 | 7 | -3 | 0 | -5 |

57	CCCC(=O)N1CCC1(C)C(=O)Nc1ccc2c(c1)OCCO2 (stereo unspecified)
58	O=C(c1cc(C(F)(F)F)[nH]n1)N1CCCC2(CCCO2)CC1 (stereo unspecified)
59	O=C(NC1CCCC1)C1CC(=O)N(C2CCCCCC2)C1 (stereo unspecified)
60	Cc1cc(C)n(-c2cc(O)c(-n3nc(C)cc3C)cc2O)n1
61	CCc1ccccc1N1CCN(C(=O)Nc2ccccc2)C(C)C1=O (stereo unspecified)
62	COCCNc1nc(Nc2ccc(F)cc2)c2nccnc2n1
63	CC(/C=C1N=C(/C=C/c2ccc(Cl)cc2)OC\1=O)=C\c1ccccc1
64	COCCN(Cc1cccc(C(F)(F)F)c1)Cc1cccn1Cc1ccc(F)cc1

| entry no. | 57 | 58 | 59 | 60 | 61 | 62 | 63 | 64 |
| --- | --- | --- | --- | --- | --- | --- | --- | --- |
| hcGAS lum | -10 | -14 | -6 | -11 | -4 | -7 | -2 | 4 |
| mcGAS inh | · | -7 | · | · | -4 | -7 | -1 | -1 |
| NPYLR7 ag | 4 | · | 3 | 13 | 12 | 12 | -18 | 0 |

Random excerpt: five entries already listed
23	CCOc1cc(CCl)nc2nc(C(F)(F)F)nn12
17	COc1cccc(CN2CCC(C(=O)NC(c3ccccc3)c3ccsc3)CC2)c1 (stereo unspecified)
58	O=C(c1cc(C(F)(F)F)[nH]n1)N1CCCC2(CCCO2)CC1 (stereo unspecified)
31	COc1cccc(NC(=O)C2(C)CCN2Cc2c(F)cccc2F)c1 (stereo unspecified)
5	CC(=O)OC[C@H]1O[C@@H](SC(=S)N(C)C)[C@H](OC(C)=O)[C@@H](OC(C)=O)[C@@H]1OC(C)=O

| entry no. | 23 | 17 | 58 | 31 | 5 |
| --- | --- | --- | --- | --- | --- |
| hcGAS lum | -5 | -4 | -14 | -6 | -2 |
| mcGAS inh | · | -2 | -7 | · | · |
| NPYLR7 ag | 11 | 7 | · | 8 | 8 |

The results go on.
65	Cc1cccc(-c2cccc(NC(=O)C3CCCN(C(=O)Cn4cnnn4)C3)c2)c1 (stereo unspecified)
66	CC(c1ccccc1)n1cnc2c(nnn2-c2ccc(Cl)cc2)c1=O (stereo unspecified)
67	c1ccc2c(N3CCN(Cc4cccc5nccnc45)CC3)ncnc2c1
68	O=C(c1ccc2nc(C3CCCCC3)oc2c1)N1CCCCC1c1ccccn1 (stereo unspecified)
69	Nc1ccc(S(=O)(=O)Nc2nccs2)cc1
70	C#CCOCC(O)CN(Cc1cccn1Cc1cccc(F)c1)C1CC1 (stereo unspecified)
71	FC(F)(F)c1ccc(-c2nc(CSc3nc4ccccc4s3)cs2)cc1
72	COc1c(F)ccc(C(=O)N(C)Cc2nc(C3CC3)no2)c1F

| entry no. | 65 | 66 | 67 | 68 | 69 | 70 | 71 | 72 |
| --- | --- | --- | --- | --- | --- | --- | --- | --- |
| hcGAS lum | -8 | -6 | -9 | -5 | 3&1&-9 | -5 | -4 | -2 |
| mcGAS inh | · | -8 | · | -10 | -6&-3 | -5 | -4 | -16 |
| NPYLR7 ag | 4 | -9 | 4 | 11 | -14&0&0 | -4 | 23 | 7 |

73	Cc1cc(-c2nccn2CC2CCS(=O)(=O)C2)oc1C (stereo unspecified)
74	COc1cc(C)c(CNCc2cccnc2N2CCN(C(C)=O)CC2)cc1C
75	Cc1ccc(-c2ccc(=O)n(CCCNC(=O)Nc3ccc(C(F)(F)F)cc3)n2)cc1
76	O=S(=O)(c1ccc(Br)cc1)N1CCNCC1
77	CCOC(=O)CCCNC(=O)N1CCN(c2ncccc2C(=O)NCc2ccc3c(c2)OCO3)CC1
78	O=C(Nc1ccc(N2CCC(NCC3COc4ccccc4O3)CC2)cc1)C1CCCC1 (stereo unspecified)
79	CN1CCC(N(C)CC(NC(=O)N(C)Cc2cccc(O)c2)c2ccccc2)CC1 (stereo unspecified)
80	CNc1nc(CN2CC[C@]3(OC)CC[C@H](OC)C[C@H]23)cs1

| entry no. | 73 | 74 | 75 | 76 | 77 | 78 | 79 | 80 |
| --- | --- | --- | --- | --- | --- | --- | --- | --- |
| hcGAS lum | -8 | -11 | -5 | -8&-15 | -3 | -9 | 11 | -7 |
| mcGAS inh | · | · | · | -6 | -5 | -13 | · | -6 |
| NPYLR7 ag | 1 | 8 | -3 | -3&3 | 12 | 21 | 0 | · |

81	Cc1ncc(C(=O)N(CCO)CCSc2ccc(Cl)cc2)cn1
82	CCCCNC(=O)Cc1noc(CNc2ccccc2Cl)n1
83	CCOCCCN(CC(=O)N(Cc1ccccc1)Cc1sccc1C)C(=O)Nc1ccc(SC)cc1
84	Cc1cc(C)c2ncc(C#N)c(NCCS(C)(=O)=O)c2c1
85	CCNC(C)c1ccc(C#N)cc1 (stereo unspecified)
86	O=C1OC(c2ccccc2)=NC1=Cc1ccc(C(F)(F)F)cc1
87	Cc1cccc(N2C(=O)C3C4C=CC(C5CC45)C3C2=O)c1C (stereo unspecified)

| entry no. | 81 | 82 | 83 | 84 | 85 | 86 | 87 |
| --- | --- | --- | --- | --- | --- | --- | --- |
| hcGAS lum | -2 | -4 | -7 | -6&-2 | -9 | -10 | -4 |
| mcGAS inh | -16 | · | -5 | -7 | -16 | -5 | -5 |
| NPYLR7 ag | -2 | 5 | 14 | 0 | 5 | -2 | 5 |

No enrichment for hits; about 0.29% have a hit in one of these screens.
